Assay outcomes as filed in PubChem.
GPR151 ag: activators of human GPR151, primary screen, cell-based, PathHunter beta-arrestin, luminescence | PathHunter beta-arrestin GPR151 cells | activation, % at 11.2 µM | 650,000 compounds, 1% hits | AID 1508602, 2020; in the data active means activation above about 4.9%;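 further: 0% = median of compound wells and 100% = cells with positive control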
FBW7 activator: FBW7 E3 ligase activators, primary screen, biochemical, AlphaScreen, human; AlphaScreen FBW7–phospho-cyclin E peptide binding, activator screen; normalized activity (activation), % at 26.1 µM; 650,000 compounds, 0.13% hits; AID 1259310, 2017; in the data active means normalized activity above about 1.9%;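 further: purified mutant Fbw7 with reduced substrate affinity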
Target sequence (Q969H0 whole entry, looked up): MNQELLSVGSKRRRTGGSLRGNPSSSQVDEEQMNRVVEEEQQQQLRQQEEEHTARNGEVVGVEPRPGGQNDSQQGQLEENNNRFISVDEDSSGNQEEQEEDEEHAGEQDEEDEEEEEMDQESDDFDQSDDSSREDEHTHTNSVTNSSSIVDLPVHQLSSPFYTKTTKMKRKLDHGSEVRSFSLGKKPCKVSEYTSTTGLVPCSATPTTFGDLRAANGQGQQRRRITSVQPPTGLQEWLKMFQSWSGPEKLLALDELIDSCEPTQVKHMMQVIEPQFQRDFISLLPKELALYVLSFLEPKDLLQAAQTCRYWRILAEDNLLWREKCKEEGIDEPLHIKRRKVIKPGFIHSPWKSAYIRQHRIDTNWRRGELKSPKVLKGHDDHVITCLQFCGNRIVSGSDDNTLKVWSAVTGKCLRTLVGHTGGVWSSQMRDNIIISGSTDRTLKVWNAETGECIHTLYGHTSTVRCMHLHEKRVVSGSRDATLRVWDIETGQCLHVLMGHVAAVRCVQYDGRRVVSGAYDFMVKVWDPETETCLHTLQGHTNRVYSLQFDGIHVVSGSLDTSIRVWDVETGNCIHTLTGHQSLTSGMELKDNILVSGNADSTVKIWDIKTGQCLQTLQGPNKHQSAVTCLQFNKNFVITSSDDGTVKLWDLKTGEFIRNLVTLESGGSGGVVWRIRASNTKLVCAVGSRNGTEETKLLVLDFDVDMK
MITF primary: MITF inhibitors, primary screen, biochemical, AlphaScreen, human; Microphthalmia-associated transcription factor (Homo sapiens), O75030; AlphaScreen MITF homodimerization, bead proximity signal; inhibition, % at 2.6 µM; 650,000 compounds, 0.91% hits; AID 1259374, 2018; in the data active means inhibition above about 50%;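 further: 0% = vehicle wells with protein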
TEAD-YAP block: TEAD-YAP interaction inhibition, primary screen, TEAD-YAP interaction inhibitor project, luminescence, HEK-TIYL cells; AID 1259422, 2018; inhibition, % at 9.12 µM; TEAD-Gal4/YAP UAS-luciferase luminescence; 640,000 compounds, 1.4% hits; in the data active means inhibition above about 32%;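 further: 0% = median of test compound wells and 100% = reference inhibitor wells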
* = called active by the depositor; . = no result given.

SMILES	GPR151 ag	FBW7 activator	MITF primary	TEAD-YAP block
C=C(C)Cn1c(SCCCC)nc2c1c(=O)n(C)c(=O)n2C	-0.7	0.3	13	-17
Nc1c(C(=O)Nc2ccc(I)cc2)sc2nc3c(c(-c4cccs4)c12)CCCC3	0.0	0.2	3	4
Nc1ccccc1C(=O)Nc1cccc2ccccc12	2.4	0.1	12	-16
CCN(CC)c1ccc(C(=O)Nc2cc(C(=O)Nc3ccccc3F)ccc2N2CC3CC(C2)c2cccc(=O)n2C3)cc1 (stereo not drawn)	0.3	-0.1	7	-11
O=C(c1cccc([N+](=O)[O-])c1)c1ccc2c(c1)C(=O)N(c1cccc(-c3nc4ccccc4o3)c1)C2=O	-0.4	-0.2	2	5
CCCC1(C(=O)OCC)NC(c2ccccc2C)C2C(=O)N(c3ccccc3)C(=O)C21 (stereo not drawn)	0.7	0.1	7	3
Cc1c(NC(=O)c2ccc(S(=O)(=O)N3CCCCC3)cc2)c(=O)n(-c2ccccc2)n1C	0.4	-0.1	10	-2
CN(C)c1ccc(/C=C2/Sc3ccccc3C2=O)cc1	-1.0	-0.1	11	-11
O=c1nc2n(-c3cccc(Cl)c3)c3ccccc3cc-2c(=O)[nH]1	2.8	0.1	19	6
COc1cccc(C(=O)N2CCC(C(N)=O)CC2)c1OC	-0.9	0.5	15	-11
CCN(CC)CCCNC(=S)N1CCN(c2nc(-c3ccc(F)cc3)cs2)CC1	1.1	-0.2	4	12
O=C(NC1CCCCC1)C1C2C=CC3(CN(Cc4ccccc4)C(=O)C13)O2 (stereo not drawn)	0.4	0.1	-13	-4
Cc1ccc(-n2cc(C(=O)Nc3c(F)cc(F)cc3Br)c3ccccc3c2=O)cc1C	1.4	-0.1	8	7
CN(CCC#N)C(=O)CSc1nc2scc(-c3ccccc3)c2c(=O)[nH]1	-1.0	0.0	2	4
CCOC(=O)c1sc(NC(=O)C(C)Sc2nnc(CNC(=O)c3ccc(OC)c(OC)c3)n2C)c(C(=O)OCC)c1C (stereo not drawn)	0.7	-0.1	-7	9
c1ccc(-c2noc(CNC3CCCCC3)n2)cc1	-1.1	0.2	8	-55
Cc1nc2ccc(S(=O)(=O)NCC(=O)NCCC3=CCCCC3)cc2s1	-0.9	-0.2	-4	5
COCCn1c(C)cc(C(=O)CSc2nnc(-c3ccccc3)o2)c1C	9.4*	0.2	26	4
C=CCn1c(=NC(=O)CN2C(=O)CCC2=O)sc2cc(OCC)ccc21	-0.3	0.0	-7	-6
Cc1ccc(CN2CCNC(=O)C2CC(=O)NCc2cn3c(n2)SCC3)o1 (stereo not drawn)	1.4	0.0	-5	1
O=C(Cc1ccc(F)cc1)N(CC1CC1)C1CCN(CCc2cccs2)CC1	-1.1	0.5	6	3
O=C(/C=C/c1cccc(Cl)c1)Nn1c(-c2ccccc2F)nc2ccccc2c1=O	1.7	-0.2	0	2
Cc1ccc(OCc2nc(C#N)c(NCCCN(C)C)o2)cc1	-0.4	-0.1	2	-1
CCCn1c(NCc2cc(Br)ccc2NS(=O)(=O)c2ccc(C)cc2)nc2ccccc21	-1.5	-0.1	-10	2
CCOC(=O)c1c(N)n(CCNC(=O)c2ccccc2Cl)c2nc3ccccc3nc12	-0.2	0.0	-9	-2
Carrying on.
SMILES	GPR151 ag	FBW7 activator	MITF primary	TEAD-YAP block
Cc1ccc(S(=O)(=O)NC(CC(=O)NC(C)(C)C)c2ccco2)cc1 (stereo not drawn)	-0.1	0.1	-8	-2
COC(=O)Nc1ccc(C)c([N+](=O)[O-])c1	-0.1	-0.1	-9	-6
O=C(CC1SC(=O)NC1=O)Nc1cccc(NC(=O)CC2SC(=O)NC2=O)c1 (stereo not drawn)	-1.1	0.0	-4	4
CCC(C)Oc1ccc(C2CC(=O)NC3=C2C(=O)CC(C)(C)C3)cc1 (stereo not drawn)	-0.1	-0.1	6	-5
COc1ccc(C2=CSC3=NS(=O)(=O)CCN23)cc1	-1.8	0.3	14	3
COc1ccc(C2=NN(C(=O)CSc3nnc(CNC(=O)c4cccs4)n3C)C(c3ccc(OC)cc3)C2)cc1 (stereo not drawn)	-1.0	-0.1	4	1
Cc1ccnc(NC2c3ccccc3C(=O)N2Cc2ccccc2)c1 (stereo not drawn)	4.7	-0.2	-11	-1
COc1cc(C(=O)Oc2cccc(C)c2)cc(OC)c1OC	2.9	0.1	4	2
CC(Oc1ccccc1)C(=O)NCC1CCC2(CCN(Cc3ccccc3F)CC2)O1 (stereo not drawn)	-1.0	-0.1	14	-5
CC(C)OC(=O)C1CC=CCC1C(=O)Nc1cccc(Br)c1 (stereo not drawn)	1.3	0.1	-4	-5
C#CCn1c(=NC(=O)c2ccco2)sc2cc(OCC)ccc21	0.3	0.0	14	-10
COc1cc(/C=C2\NC(=S)NC2=O)ccc1OCc1cccc(C(=O)O)c1	-0.8	0.0	4	-2
FC(F)(F)c1cc2[nH]c(=S)[nH]c2cc1Cl	-0.4	-0.2	-2	-2
CCNc1nc(NC(C)C)nc(OCCOC(=O)Nc2ccccc2)n1	0.1	0.0	1	-4
COc1ccc(NC(=S)NNC(=O)CCC(=O)Nc2ccc(C)c(C)c2)cc1OC	-0.2	-0.2	-1	-3
Cc1ccc(NC(=O)c2sc3cc(C)ccc3c2Cl)cc1	1.2	0.1	-8	-37
CC(NC(=O)CSc1nc2ccc(NC(=O)c3ccc(Cl)cc3)cc2s1)c1ccccc1 (stereo not drawn)	0.4	0.8	8	-1
O=C(Cc1ccccc1Cl)N1CCc2nncn2CC1	4.5	0.0	-1	-4
CCOC(=O)c1ccc(CN(Cc2ccc(Br)cc2)S(=O)(=O)c2cc(C(=O)Nc3ccc(C)c(F)c3)ccc2F)cc1	0.8	-0.2	11	7
O=C(NCCO)c1ccc2nc(-c3ccco3)c(-c3ccco3)nc2c1	-0.9	-1.5	74*	7
O=C(NCc1ccccn1)c1sc2cccc(F)c2c1Cl	-1.3	0.0	-19	-45
O=C(CCl)Nc1ccc2c(c1)C(=O)c1ccccc1C2=O	-2.5	-0.3	2	22
CC1CCCCC1NC(=O)/C(C#N)=C/c1ccc(OCC(N)=O)cc1 (stereo not drawn)	0.7	0.5	16	-3
COc1ccc(Cl)cc1NC(=O)/C=C/c1ccc(C)o1	-0.9	0.2	-3	-8
Nc1ncc(CN2CCCC(CNS(=O)(=O)Cc3ccccc3)C2)cn1 (stereo not drawn)	-3.0	0.0	-6	-1

5 successive compounds already listed:
SMILES	GPR151 ag	FBW7 activator	MITF primary	TEAD-YAP block
O=C(NCc1ccccn1)c1sc2cccc(F)c2c1Cl	-1.3	0.0	-19	-45
O=C(CCl)Nc1ccc2c(c1)C(=O)c1ccccc1C2=O	-2.5	-0.3	2	22
CC1CCCCC1NC(=O)/C(C#N)=C/c1ccc(OCC(N)=O)cc1 (stereo not drawn)	0.7	0.5	16	-3
COc1ccc(Cl)cc1NC(=O)/C=C/c1ccc(C)o1	-0.9	0.2	-3	-8
Nc1ncc(CN2CCCC(CNS(=O)(=O)Cc3ccccc3)C2)cn1 (stereo not drawn)	-3.0	0.0	-6	-1

(further entries)
SMILES	GPR151 ag	FBW7 activator	MITF primary	TEAD-YAP block
CC(C)(C)c1csc(NC(=O)c2ccc(Br)o2)n1	2.1	-0.2	-1	-38
Cc1cc(C)n2cc(CSCc3ccco3)nc2n1	1.8	-0.3	-5	0
O=C(NCCc1ccccn1)c1ccc(-c2ccc3c(c2)OCO3)nc1NCC1CC1	-2.1	0.6	20	5
Cc1ccc2nc(-c3ccc(SCC(=O)N(C)C)nc3)[nH]c2c1	0.8	0.0	4	-42
Nc1nc(-c2cccnc2)nn1C(=O)c1ccc([N+](=O)[O-])cc1	-1.8	-0.1	55*	6
Nc1nnc(SCC(=O)Nc2ccc([N+](=O)[O-])cc2O)s1	1.1	0.1	9	-2
COc1ccc(S(=O)(=O)N2CCN(c3ccc(F)cc3)CC2)cc1Br	1.4	0.2	11	-9
Cc1ccccc1-n1c(=S)sc2c(=O)n(-c3ccccc3)c(SCC(=O)NC3CCCC3)nc21	1.0	0.1	14	9
CC1CCN(Cc2c(O)ccc3c(=O)c(-c4ccc(Cl)cc4)coc23)CC1	-1.3	1.3	20	-10
COc1ccc(C2CC(C(F)(F)F)n3nc(C(=O)N4CCN(c5cccc(Cl)c5)CC4)cc3N2)cc1OC (stereo not drawn)	0.7	-0.1	-1	5
CC1CN(S(=O)(=O)c2ccc(C(=O)Nc3ccc(-c4nc5ccccc5[nH]4)cc3)cc2)CC(C)O1 (stereo not drawn)	1.8	0.0	-23	-5
COC(F)(C(=O)Nc1ccc(Oc2ccccc2)cc1)C(F)(F)F (stereo not drawn)	1.0	0.1	9	0
CC(C)CNC(=O)C(C)c1ccc(CC(C)C)cc1 (stereo not drawn)	-0.5	0.0	3	9
CN(Cc1ccc(C(=O)NCC2C3CC4CC(C3)CC2C4)c(=O)[nH]1)CC(O)c1ccccc1 (stereo not drawn)	0.6	0.6	-4	9
O=C(Cn1c(CO)nc2ccccc21)Nc1cccc(S(=O)(=O)N2CCCCCC2)c1	-0.3	0.1	17	21
CS(=O)(=O)N(CC(=O)NCc1ccc(Cl)cc1)c1cccc(Br)c1	-0.4	-0.2	1	6
CCOc1ccc2nc(Cl)c(C3CC(c4ccccc4)=NN3S(C)(=O)=O)cc2c1 (stereo not drawn)	-0.3	0.0	-18	-1
Cc1cccc(COc2ccc(C=C3C(=O)NC(=S)NC3=O)cc2)c1	-3.7	-0.1	5	-29
COc1ccc(-c2csc(=Nc3cccc(C(F)(F)F)c3)n2CCO)cc1F	-0.7	-0.1	-4	-24
CN1CCN(C(=O)c2ccc(-c3nc(C(=O)NCc4cccc(C(F)(F)F)c4)cs3)cc2)CC1	1.4	0.1	-2	9
CNC(=S)NCc1ccc2[nH]c3c(c2c1)CCCC3	1.7	0.0	12	2
CC1CC(C)CN(C(=O)CSc2ccsc2[N+](=O)[O-])C1 (stereo not drawn)	0.4	-0.1	13	-3
O=C(NCc1ccncc1)c1nnc(Cc2cccc(Cl)c2)o1	-1.0	-0.1	-11	-4
CCCC(C)C(=O)Nc1ccc(S(=O)(=O)NC(C)(C)C)cc1 (stereo not drawn)	2.4	0.0	-10	-5
COc1cc(/C=C2\SC(=S)N(C)C2=O)ccc1OC(C)C	0.4	-0.2	-19	-3

A different layout for 2 compounds above:
CC(C)(C)c1csc(NC(=O)c2ccc(Br)o2)n1
- GPR151 ag = 2.1
- FBW7 activator = -0.2
- MITF primary = -1
- TEAD-YAP block = -38

COc1cc(/C=C2\SC(=S)N(C)C2=O)ccc1OC(C)C
- GPR151 ag = 0.4
- FBW7 activator = -0.2
- MITF primary = -19
- TEAD-YAP block = -3

Random excerpt: two entries already listed, in no set order.
SMILES	GPR151 ag	FBW7 activator	MITF primary	TEAD-YAP block
CCOc1ccc2nc(Cl)c(C3CC(c4ccccc4)=NN3S(C)(=O)=O)cc2c1 (stereo not drawn)	-0.3	0.0	-18	-1
COc1ccc(S(=O)(=O)N2CCN(c3ccc(F)cc3)CC2)cc1Br	1.4	0.2	11	-9

Remaining list, next part:
SMILES	GPR151 ag	FBW7 activator	MITF primary	TEAD-YAP block
O=C(N/N=C\c1ccccc1Cl)c1ccccc1O	-2.0	-0.1	1	-46
O=C(Nc1cccc2ncccc12)c1ccc2c(c1)S(=O)(=O)c1ccccc1C2=O	0.5	0.1	12	9
O=C(Nc1ccc(F)cc1)c1ccccc1Br	-2.1	0.1	9	-51
CC1=C(C#N)C(=O)N(CCO)C(=O)/C1=C\c1ccc(-c2cc(Cl)ccc2Cl)o1	-0.5	0.1	-1	-3
CC1=C(C(=O)OCCOC(C)C)C(c2cccc(Br)c2)NC(=O)N1 (stereo not drawn)	0.3	-0.1	-3	12
Cc1cccc(-n2ncc3c(NCc4cccs4)ncnc32)c1	1.5	0.3	7	-67
O=C(Cn1nnc(-c2ccccc2NC(=O)c2ccc(Cl)cc2)n1)NC1CCCC1	-0.2	0.2	4	9
CCCCC/C=C\C/C=C\C/C=C\CCCCCCC(=O)O	0.2	.	48	.
CC1(C)CC(=O)C2=C(C1)Nc1nc(C(F)(F)F)nn1C2c1ccccc1 (stereo not drawn)	0.8	-0.1	-2	10
COc1ccc(OC)c(NC(=O)C2=C(C)NC(=O)NC2c2ccc(Cl)cc2)c1 (stereo not drawn)	-0.2	-0.1	0	-3
CCCCC1=NN2C(=N)/C(=C/c3ccc(-c4ccc(Cl)cc4Cl)o3)C(=O)N=C2S1	1.2	0.0	3	1
Cn1nnnc1P(=O)(c1ccccc1)c1ccccc1	1.8	0.1	-4	7
N#Cc1nc2[nH]c(-c3ccccc3)cc(=O)n2c1C#N	-11	-0.2	-4	0
CC1=C(C(=O)Nc2cccnc2)C(c2ccccc2[N+](=O)[O-])n2nc(-c3ccco3)nc2N1 (stereo not drawn)	-0.5	0.5	21	4
Cc1cc(C(=O)N/N=C/c2cc(I)ccc2O)n[nH]1	-2.0	-0.1	21	11
Cc1cc(F)ccc1S(=O)(=O)Nc1cc2c3c(c1)CCC(=O)N3CCC2	2.3	0.0	-6	-4
O=C1CC(c2cc(Br)ccc2F)c2ccc3ccccc3c2N1 (stereo not drawn)	-0.2	0.1	-6	6
O=C(Nc1ccc([N+](=O)[O-])cc1)Nc1cc(C(F)(F)F)ccc1F	0.7	0.5	17	7
